KCNQ1 block – inhibitors of human KCNQ1 channel, primary screen, cell-based, thallium flux, high-throughput; Potassium voltage-gated channel subfamily KQT member 1 (Homo sapiens), P51787; CHO-K1 KCNQ1, FluxOR thallium flux fluorescence; hits give high values; B-score at 10 µM; 1.3% of 310,000 active;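 active = compounds whose thallium flux B-score, printed positive for inhibition, exceeds three library SD while starting fluorescence stays within three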;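 note: channel opened by potassium depolarization with thallium stimulus after 20 min compound exposure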
Target sequence (P51787 whole entry, looked up): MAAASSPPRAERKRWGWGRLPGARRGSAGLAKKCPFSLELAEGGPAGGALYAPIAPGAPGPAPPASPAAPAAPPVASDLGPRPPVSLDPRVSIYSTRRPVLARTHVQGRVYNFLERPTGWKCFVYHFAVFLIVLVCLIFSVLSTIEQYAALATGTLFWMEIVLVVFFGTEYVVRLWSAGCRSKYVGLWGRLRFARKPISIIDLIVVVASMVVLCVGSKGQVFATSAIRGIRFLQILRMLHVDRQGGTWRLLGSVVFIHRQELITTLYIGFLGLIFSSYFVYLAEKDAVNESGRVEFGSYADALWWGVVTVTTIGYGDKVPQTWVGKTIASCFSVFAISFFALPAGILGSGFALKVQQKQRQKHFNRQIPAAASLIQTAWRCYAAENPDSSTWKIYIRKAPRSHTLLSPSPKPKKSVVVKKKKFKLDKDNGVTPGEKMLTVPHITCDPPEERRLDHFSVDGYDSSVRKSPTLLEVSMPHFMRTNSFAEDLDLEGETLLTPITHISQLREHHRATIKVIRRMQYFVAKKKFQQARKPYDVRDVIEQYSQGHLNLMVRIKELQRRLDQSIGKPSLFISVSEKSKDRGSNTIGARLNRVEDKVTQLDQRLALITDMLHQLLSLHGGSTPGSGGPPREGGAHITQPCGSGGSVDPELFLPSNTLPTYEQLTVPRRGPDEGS
TRPC4 agonist – activators of mouse TRPC4 channel, primary screen, Fluo4 calcium, HEK293 TRPC4beta/mu-opioid cells; Short transient receptor potential channel 4 (Mus musculus), Q9QUQ5; Fluo4 calcium fluorescence; hits give high values; B-score at 10 µM; 0.49% of 310,000 active;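 active = B-score above 5 SD of library B-scores, and initial fluorescence ratio not above library mean plus 5 SD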;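 note: positive B-score marks a calcium rise read as TRPC4 activation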
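Assay system: HEK293 stable line with TRPC4beta plus mu-opioid receptor; schedule: 45 min room-temperature Fluo4 loading, 110 s read; technique: kinetic Fluo4 calcium fluorescence; evaluation: integrated baseline-normalised fluorescence ratio, converted to per-well B score; controls: buffer (low) and maximal DAMGO (high)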
TRPC4 potent – positive allosteric modulators of TRPC4, primary screen, cell-based, mouse TRPC4beta, HEK293 mu-opioid, Fluo-4 calcium; B-score at 10 µM; AID 2227, 2009; DAMGO EC20, Fluo-4 Ca2+ flux; hits give high values; 0.42% of 310,000 active;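 active = B-score of calcium response area above 5 SD of library B-scores, with initial fluorescence ratio within 5 SD of library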;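 note: B-score of integrated fluorescence ratio over time as area under calcium response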
KCNQ1 pot – potentiators or activators of KCNQ1 channel, primary screen, cell-based, thallium flux, high-throughput. Potassium voltage-gated channel subfamily KQT member 1 (Homo sapiens), P51787. CHO-K1 KCNQ1, thallium flux FluxOR fluorescence; hits give high values. B-score at 10 µM. 0.35% of 310,000 active. AID 2648, 2010;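 active = fluorescence ratio B-score, a plate-corrected score, at least three library SD, with initial intensity B-score within 5 SD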
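Medium – assay buffer, equal DMSO in all wells · Material – CHO-K1 cell line with stable KCNQ1 potassium channel expression · Signal – kinetic FluxOR thallium fluorescence, 10-s 1-Hz baseline, 110-s post-stimulus read · Compound – single concentration per compound, DMSO matched to controls · Schedule – 37 °C overnight plating, 90-min dark dye load, 20-min compound pretreatment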
KCNK3 block – human KCNK3 channel inhibitors, primary screen, CHO cells, FluxOR thallium flux, B-score. Potassium channel subfamily K member 3 (Homo sapiens), O14649. FluxOR fluorescence; hits give low values. B-score at 10 µM. 0.84% of 340,000 active. AID 602410, 2012;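 active = B-score under library mean minus 4 SD, starting fluorescence ratio at most library mean plus 5 SD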;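 note: more negative B-score means stronger inhibition of thallium flux through KCNK3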
Target sequence (O14649 whole entry, looked up): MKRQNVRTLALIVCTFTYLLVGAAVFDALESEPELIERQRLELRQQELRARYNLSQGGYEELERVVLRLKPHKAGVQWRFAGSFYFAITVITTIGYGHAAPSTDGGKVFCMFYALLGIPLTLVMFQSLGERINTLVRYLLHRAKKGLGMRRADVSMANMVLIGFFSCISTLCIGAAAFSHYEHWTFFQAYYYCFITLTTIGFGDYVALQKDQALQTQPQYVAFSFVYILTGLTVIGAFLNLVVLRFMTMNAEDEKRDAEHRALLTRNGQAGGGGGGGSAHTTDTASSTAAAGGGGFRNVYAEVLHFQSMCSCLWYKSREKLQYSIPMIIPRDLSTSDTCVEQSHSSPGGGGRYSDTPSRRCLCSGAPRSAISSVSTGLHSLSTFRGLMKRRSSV
KCNK9 block – KCNK9 potassium channel inhibitors, primary screen, HEK293 cells, thallium flux | Potassium channel subfamily K member 9 (Homo sapiens), Q9NPC2 | FluxOR thallium flux fluorescence; hits give low values | B-score at 10 µM | 1.2% of 310,000 active;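 active = ratio B-score over 3 SD below the library mean, with starting fluorescence within 5 SD of its mean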;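 note: negative B-score means less thallium flux so channel inhibition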
Platelet DG rel – inhibitors of platelet dense granule secretion, primary screen, cell-based, MLPCN, human platelets. human platelet-rich plasma, SFLLRN dense granule ATP release, luminescence. inhibition, %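 (compounds screened at 7.5 µM in platelet-rich plasma)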. 0.22% of 300,000 active;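 active = mean replicate score, as percent of positive control, at or above 50; inconclusive = mean below 50 but at least one replicate at or above 50; inactive = mean and every replicate below 50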
DYRK1A inh – rat Dyrk1A kinase inhibitors, primary screen, biochemical, single point, plate reader; Dual specificity tyrosine-phosphorylation-regulated kinase 1A (Rattus norvegicus), Q63470; ADP-Glo luminescence, NFATc1 peptide; inhibition, % at 12.5 µM; 0.43% of 310,000 active; in the data active = inhibition above about 50%;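 note: plate controls were vehicle with enzyme for no effect and no enzyme for full effect; many of its hits are not listed in these tables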
hERG rescue – hERG rescue from dofetilide block, primary screen, cell-based, CHO-hERG, FluxOR thallium flux, dofetilide IC70. Voltage-gated inwardly rectifying potassium channel KCNH2 (Homo sapiens), Q12809. dofetilide IC70 present. activation (rescue from dofetilide block), less the hit threshold, % at 10 µM. 0.51% of 310,000 active. AID 1511, 2009;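 active = activation above the mean of controls blocked by dofetilide plus 5 SD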;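 note: thallium influx through hERG after potassium depolarization seen as dye fluorescence rise; in these data hits start at about 4.7%; inactives centre near -7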
TRPC4 inh – inhibitors of mouse TRPC4 channel, primary screen, Fluo4 calcium, HEK293 TRPC4beta/mu-opioid cells. Short transient receptor potential channel 4 (Mus musculus), Q9QUQ5. DAMGO-evoked Fluo4 calcium flux; hits give low values. B-score at 10 µM. 0.39% of 300,000 active. AID 2247, 2010;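 active = B-score over 3 SD under the library average, no early fluorescence shift, positive overall ratio signal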
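System: stable TRPC4beta/mu-opioid receptor HEK293 cells; Dosing: single-point compound dosing; Measured by: Fluo4 Ca2+ flux fluorescence; Read-out basis: per-well B score of integrated baseline-normalized Fluo4 ratio.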
PolyA inh – polyadenylation inhibitors in yeast reporter cells, primary screen, luminescence, S. cerevisiae | S. cerevisiae SKY197-pL101 polyadenylation reporter, beta-gal luminescence; efflux-impaired pdr1/pdr3 knockout yeast; score 100 = 6 SD above DMSO | calls only at 12 µM | 0.02% of 300,000 active;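 active = lowest replicate activity score at least 50, where 100 means six control SD above control mean; inconclusive = lowest score under 50 but half or more replicates reach 50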;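 note: yeast exposed to compound for 9 h at 30 °C; higher score means more reporter readthrough which indicates perturbed polyadenylation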
* hit, by the source's call; i = inactive; u = inconclusive; x = not tested or not shown; & = joins results of further samples. Some of the compounds tested; rates above refer to the full screens.

Values run as follows: KCNQ1 block	TRPC4 agonist	TRPC4 potent	KCNQ1 pot	KCNK3 block	KCNK9 block	Platelet DG rel	DYRK1A inh	hERG rescue	TRPC4 inh	PolyA inh
COc1c(OC(C)=O)ccc(/C=C/c2ccc3cccc(OC)c3n2)c1[N+](=O)[O-]
→ i	i	i	i	i	i	28	12	-5	i	i
COc1cc(C2C(C(=O)N3CCOCC3)=C(C)NC3=C2C(=O)CCC3)ccc1OC(C)=O (stereo not given)
→ i	i	i	i	i	i	0	-1	-2	i	i
Cn1c(=NC(=O)CN2C(=O)C3CC=CCC3C2=O)sc2ccccc21 (stereo not given)
→ i	i	i	i	i	i	-1	-4&-10	-1	i	i
CCc1cccc2sc(N3CCN(C(=O)c4ccc([N+](=O)[O-])o4)CC3)nc12
→ i	i	i	i	i	i	0	4	-12	i	i
Cc1noc(C)c1COC(=O)c1ccc2ccccc2n1
→ i	i	i	i	i	i	0	-2	-6	i	i
Cc1cccc(CC(=O)Nc2c3c(nn2-c2cccc(Cl)c2)CS(=O)C3)c1 (stereo not given)
→ i	i	i	i	i	i	-7	1	-9	i	i
Cc1cccc(NC(=O)c2csnn2)n1
→ i	i	i	i	i	i	3	2	-7	i	i
Cc1cc(CN2CCCCC2)oc1C(=O)O
→ i	i	i	i	i	i	-3	-6	-5	i	i
COCCn1c(-c2ccccc2)cnc1SCC(=O)Nc1cccc2ccccc12
→ i	i	i	i	i	i	-5	0	-10	i	i
C=CCN1C(=O)c2ccccc2Sc2ccc(C(=O)NCCC)cc21
→ i	i	i	i	i	i	-1	4	-6	i	i
Cc1cc(C)cc(NC(=O)CN2CCC(NC(=O)c3cccc(F)c3)CC2)c1
→ i	i	i	i	i	i	5	-1	-4	i	i
COc1cccc(NC(=O)C2C3C=CC(O3)C2C(=O)O)c1 (stereo not given)
→ i	i	i	i	i	i	1	0	-15	i	i
Cc1ccc([N+](=O)[O-])cc1S(=O)(=O)Nc1ccc(C(=O)N(C)C)cc1
→ i	i	i	i	i	i	0	-4	-10	i	i
Cc1nc(C(=O)NNC(=O)c2ccc(C(F)(F)F)cc2)cs1
→ i	i	i	i	i	i	-3	x	-9	i	i
COC(=O)c1cccc(NC(=O)c2ccc3c(c2)C(=O)N(CC2CCCO2)C3=O)c1 (stereo not given)
→ i	i	i	i	i	i	2	3	0	i	i
Cc1ccc(C)c(Cn2nnc3c(=O)[nH]c(C4CCCN(C(=O)c5cccs5)C4)nc32)c1 (stereo not given)
→ i	i	i	i	i	i	-3	-2	-6	i	i
O=C(Nc1ccc2[nH]ccc2c1)c1cccs1
→ i	i	i	i	i	i	18	9	-7	i	i
Cc1cc(NC2CCCCC2)nc(N2CCOCC2)n1
→ i	i	i	i	i	i	-3	1	-3	i	i
COc1cc(OC)c(NS(=O)(=O)c2cc(C(=O)OC(C)C(=O)NC3CC3)c(Cl)cc2Cl)cc1Cl (stereo not given)
→ i	i	i	i	i	i	-7	3	-3	i	i
Cn1c(SCC(=O)Nc2cccc(S(=O)(=O)N3CCOCC3)c2)nnc1-c1ccncc1
→ i	i	i	i	i	i	7	-5	-19	i	i
COc1ccc(-n2cnc3sccc3c2=O)cc1
→ i	i	i	i	i	i	-1	-3	-4	i	i
COc1cccc(OC)c1C(=O)Nc1ccc(Br)c(C(=O)c2ccccc2)c1
→ i	i	i	i	i	i	15	-5	-25	i	i
COc1ccc(-n2ncc(C(C)NS(=O)(=O)c3cc(F)ccc3C)c2C)cc1 (stereo not given)
→ i	i	i	i	i	i	2	0	-5	i	i
O=C(O)COc1ccc(NC(=O)c2ccc3c(c2)C(=O)N(Cc2ccccc2)C3=O)cc1
→ i	i	i	i	i	i	3	-5	-9	i	i
O=C(Nc1ccccn1)c1ccc(C(=O)Nc2ccccn2)cc1
→ i	i	i	i	i	i	11	x	-4	i	i
CCC1=NN2C(=N)/C(=C/c3cc(C)n(Cc4ccccc4)c3C)C(=O)N=C2S1
→ i	i	i	i	i	i	3	10	-8	i	i
CCOC(=O)N1CCN(C(=O)c2ccccc2NC(=O)COc2ccccc2)CC1
→ i	i	i	i	i	i	-2	-4	-19	i	i
S=c1nc[nH]c2c1ncn2C1CCCO1 (stereo not given)
→ i	i	i	i	i	i	-3	15	-1	i	i
CCC(C)NC(=O)Cn1c(COc2ccc(Cl)cc2Cl)nc2ccccc21 (stereo not given)
→ i	i	i	i	i	i	4	4	-10	i	i
Cc1cc(C)c2cc(CN(Cc3ccco3)C(=O)NCc3ccccc3)c(=O)[nH]c2c1
→ i	i	i	i	i	i	u	4	-11	i	i

Exported with each value named: part of the list above.
COc1cc(OC)c(NS(=O)(=O)c2cc(C(=O)OC(C)C(=O)NC3CC3)c(Cl)cc2Cl)cc1Cl (stereo not given)
  KCNQ1 block: i | TRPC4 agonist: i | TRPC4 potent: i | KCNQ1 pot: i | KCNK3 block: i | KCNK9 block: i | Platelet DG rel: -7 | DYRK1A inh: 3 | hERG rescue: -3 | TRPC4 inh: i | PolyA inh: i

COC(=O)c1cccc(NC(=O)c2ccc3c(c2)C(=O)N(CC2CCCO2)C3=O)c1 (stereo not given)
  KCNQ1 block: i | TRPC4 agonist: i | TRPC4 potent: i | KCNQ1 pot: i | KCNK3 block: i | KCNK9 block: i | Platelet DG rel: 2 | DYRK1A inh: 3 | hERG rescue: 0 | TRPC4 inh: i | PolyA inh: i

Cc1cc(C)c2cc(CN(Cc3ccco3)C(=O)NCc3ccccc3)c(=O)[nH]c2c1
  KCNQ1 block: i | TRPC4 agonist: i | TRPC4 potent: i | KCNQ1 pot: i | KCNK3 block: i | KCNK9 block: i | Platelet DG rel: u | DYRK1A inh: 4 | hERG rescue: -11 | TRPC4 inh: i | PolyA inh: i

Cc1cccc(NC(=O)c2csnn2)n1
  KCNQ1 block: i | TRPC4 agonist: i | TRPC4 potent: i | KCNQ1 pot: i | KCNK3 block: i | KCNK9 block: i | Platelet DG rel: 3 | DYRK1A inh: 2 | hERG rescue: -7 | TRPC4 inh: i | PolyA inh: i

Remaining list, next part
Values run as follows: KCNQ1 block	TRPC4 agonist	TRPC4 potent	KCNQ1 pot	KCNK3 block	KCNK9 block	Platelet DG rel	DYRK1A inh	hERG rescue	TRPC4 inh	PolyA inh
Cc1nc(C)c(C(=O)OCC(=O)N2CCN(c3ccccc3)CC2)s1
→ i	i	i	i	i	i	1	-2	-12	i	i
CSc1nsc2nc(=O)c(/C=C3\C(C)=Nc4ccccc43)c(N)n12
→ i	i	i	i	i	i	4	18	-14	i	i
COC(=O)CSc1cc(C)nc2ccc(OC)cc12
→ i	i	i	i	i	i	2	40	-5	i	i
COc1ccc(CN2CCN(Cc3ccc(CO)o3)CC2CCO)cc1C (stereo not given)
→ i	i	i	i	i	i	0	4	-6	i	i
Cc1cccc(OCC(=O)NNC(=O)CSc2ncc(C#N)c(N)n2)c1
→ i	i	i	i	i	i	8	1	-14	i	i
CCOc1ccc(-n2c(-c3ccc(Br)cc3)c[n+]3c2CCCCC3)cc1
→ 8*	i	i	i	i	i	-4	5	-23	i	i
CSc1ccc(/C=N/n2c(C)cc(C)cc2=O)cc1
→ i	i	i	i	i	i	4	-1	-12	i	i
C=CCN1C(=O)CS/C1=N/c1nccs1
→ i	i	i	i	i	i	2	-5	-10	i	i
CCOc1ccc(Oc2c(C)oc3cc(O)ccc3c2=O)cc1
→ i	i	i	i	i	i	7	-2	-3	i	i
C[C@H](NC(=O)c1nc[nH]c1C(=O)NCC(=O)OC(C)(C)C)C(=O)OCc1ccccc1
→ i	i	i	i	i	i	-5	6	-22	i	i
COC(=O)C1=C(C)N(C)C(=O)/C1=C\c1cccs1
→ i	i	i	i	i	i	-4	7	4	i	i
CC(C)(SC(=S)N1CCOCC1)C(=O)O
→ i	i	i	i	i	i	1	2	-2	i	i
COc1ccccc1N1CCN(S(=O)(=O)c2cc(C(F)(F)F)cc(C(F)(F)F)c2)CC1
→ i	i	i	i	i	i	-1	-1	-6	i	i
CC(=C/c1ccccc1)/C=N/N1CCN(Cc2ccc(C)cc2)CC1
→ i	i	i	i	i	i	-16	x	-14	i	i
CC(=O)c1nn(-c2cccc(Br)c2)cc1C(=O)c1ccccc1
→ i	i	i	i	i	i	13	-2	-2	i	i
C=C(C)C(=O)N1CC2(CC(c3cccc(NC(=O)c4ccccc4)c3)=NO2)C[C@@H]1C(N)=O (stereo not given in full)
→ i	i	i	i	i	i	8	-8	-5	i	i
CCN(Cc1ccc2c(c1)OCO2)C(=O)/C=C/c1cccc(Br)c1
→ i	i	i	i	i	i	3	-2	-15	i	i
COc1cccc(/C=N/NC(=O)c2cc3c(OC)c(OC)ccc3[nH]2)c1OC
→ i	i	i	i	i	i	0	0	-8	i	i
COC(=O)Nc1ccc(S(=O)(=O)N(CCO)CC(F)(F)C(F)F)cc1
→ i	i	i	i	i	i	-3	3	-10	i	i
COCCOC(=O)c1c(C)oc2ccc(OC(=O)c3cccs3)cc12
→ i	i	i	i	i	i	-4	2	-8	i	i
O=C(NNc1ccc([N+](=O)[O-])cc1)C1CC2CCCC(C1)C2=O (stereo not given)
→ i	i	i	i	i	i	4	5	-5	i	i
Cc1oc(-c2cccc(Cl)c2)nc1CS(=O)(=O)CC(=O)NC1CC1
→ i	i	i	i	i	i	-13	-5	-5	i	i
CC(=O)c1cc(-c2ccccc2)n(CC(=O)NC2CCCC2)c1C
→ i	i	i	i	i	i	4	-2	-10	i	i
O=C(COC(=O)CSc1cc(Cl)ccc1Cl)NCc1ccc2c(c1)OCO2
→ i	i	i	i	i	i	-5	8	-4	i	i

Bioassay records as filed in PubChem.
